# Vif-APOBEC3G blk: blocks the Vif interaction with human APOBEC3G | Q9HC16 | HeLa A3G-eYFP + Vif (tagged APOBEC3G with the HIV-1 protein that degrades it), YFP fluorescence, overnight | Potency, µM (top dose mostly 46.1 µM), without a hit: at the highest dose activity, negative = active, hits mostly inhibitors | actives 0.076% (n = 410,000);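 further: potency means the concentration at half of the fitted maximal effect; on the % scale 0 is the no-effect control and ±100 the full control effect; nearly all actives have a fitted effect of over 60% in size; hits raise eYFP signal because A3G escapes Vif-driven loss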
#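 Read-out is eYFP fluorescence (Ex 488/Em 500-530) from Vif-expressing HeLa A3G-eYFP cells; more signal means A3G escaped Vif-mediated degradation. Cells plated overnight, compound pinned in, incubated overnight at 37 deg C.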
# Glioma ERSR ind: induces the endoplasmic reticulum stress response in human glioma cells; U87-MG GRP78 promoter luciferase reporter, 16 h; Potency, µM, for inactives: top-dose activation, most hits filed as activators; actives 0.02% (n = 420,000); AID 602332; further: potency means the concentration at half of the fitted maximal effect; series mostly up to about 76 µM; % of control where 0% means no effect; nearly all actives have a fitted effect of over 35% in size
#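 Stably transfected U87-MG glioma cells carrying a GRP78-based luciferase sensor; 16 h compound incubation. Luminescence end-point read 10 min after Bright-Glo addition at room temperature.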
# Vif-APOBEC3F blk: blocks the Vif interaction with APOBEC3F. HeLa A3F-eYFP + Vif (tagged APOBEC3F with the HIV-1 protein that degrades it), YFP fluorescence increase. Potency, µM (series often up to 46.1 µM), inactives show at the highest dose activity, negative = active. actives 0.2% (n = 390,000); further: potency means the concentration at half of the fitted maximal effect; % of control where 0% means no effect; nearly all actives have a fitted effect of over 65% in size
#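 HeLa cells stably expressing A3F-eYFP plus Vif, plated and incubated overnight at 37 deg C, then exposed to compounds overnight at 37 deg C. Blocked degradation read as raised yellow fluorescence (Ex 488/Em 500-530).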
# D1 antag: human D1 dopamine receptor antagonism; HEK293 TREx D1 cells, calcium flux, dopamine EC80; stronger effect = lower value; activity change, negative = inhibition, % at 10 µM; actives 3.2% (n = 360,000); in the data active means activity change below about -30%; further: on the % scale 0 is the no-effect control and ±100 the full control effect
#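 Using tetracycline-induced force-coupled D1 Hek293 cells and a calcium dye, signals were followed for 180 s after compound, then for 180 s after EC80 dopamine, to detect inhibitors.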
# D1 agonist: activates the human D1 dopamine receptor | actives 1% (n = 360,000) | HEK293 T-REx D1 cells, calcium flux, agonist mode | AID 504660 | activation, % at 2 µM; in the data active means activation above about 30%; further: 0% is about no effect
#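 Tetracycline-induced HEK293 TREx D1 cells, force-coupled to calcium signalling, were dye-loaded with a no-wash calcium kit. Compound was pin-added after a 10 s baseline. Fluorescence was read kinetically at 1 cycle/s for 180 s, with calcium rises flagged as agonism.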
# D1 PAM: enhances dopamine response at the human D1 receptor; AID 504651; actives 0.036% (n = 360,000); HEK293 TREx D1 cells, calcium flux, dopamine EC20 potentiation; potentiation, % at 10 µM; P21728; in the data active means potentiation above about 30%; further: 0% is about no effect
# RXFP1 agonist: agonists of human relaxin receptor RXFP1. HEK293T-RXFP1 cAMP TR-FRET, 30 min; response scale: percent of porcine relaxin response, buffer zero. Potency, µM (highest dose often 57.5 µM), without a hit: at the top dose activation, most hits filed as activators. actives 0.3% (n = 370,000). AID 2676; further: potency means the concentration at half of the fitted maximal effect; on the % scale 0 is the no-effect control and ±100 the full control effect; nearly all actives have a fitted effect of over 60% in size; many of its hits are not listed in these tables
# Target sequence (Q9HBX9 whole entry, looked up): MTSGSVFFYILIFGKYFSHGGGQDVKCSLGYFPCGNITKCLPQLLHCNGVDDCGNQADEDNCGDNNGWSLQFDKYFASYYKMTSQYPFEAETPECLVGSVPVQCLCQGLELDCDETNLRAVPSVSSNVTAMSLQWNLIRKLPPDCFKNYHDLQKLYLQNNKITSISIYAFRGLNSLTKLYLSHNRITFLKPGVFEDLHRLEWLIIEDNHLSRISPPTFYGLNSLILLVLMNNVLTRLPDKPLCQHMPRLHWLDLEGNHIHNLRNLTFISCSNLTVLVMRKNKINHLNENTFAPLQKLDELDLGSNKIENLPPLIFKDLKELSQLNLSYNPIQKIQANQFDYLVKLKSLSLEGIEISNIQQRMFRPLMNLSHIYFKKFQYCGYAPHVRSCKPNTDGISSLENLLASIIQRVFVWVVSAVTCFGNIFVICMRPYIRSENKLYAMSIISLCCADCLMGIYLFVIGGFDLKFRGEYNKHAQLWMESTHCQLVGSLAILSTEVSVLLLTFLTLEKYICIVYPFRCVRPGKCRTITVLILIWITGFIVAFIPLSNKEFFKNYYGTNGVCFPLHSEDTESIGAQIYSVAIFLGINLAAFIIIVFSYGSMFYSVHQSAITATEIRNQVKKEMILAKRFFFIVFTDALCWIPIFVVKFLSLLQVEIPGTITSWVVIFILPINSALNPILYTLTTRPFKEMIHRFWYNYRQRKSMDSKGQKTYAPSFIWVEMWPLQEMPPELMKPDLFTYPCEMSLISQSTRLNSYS
#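 cAMP rise read by TR-FRET after 30 min, 37C compound exposure (up to 58 uM) in RXFP1-transfected HEK293 cells with Ro 20174 present. EC50 from Hill-equation fits, with 29 nM porcine relaxin as 100% and buffer as basal.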
# LDHA inh: LDHA (human) enzyme inhibition | P00338 | purified LDHA, NADH/diaphorase-resazurin fluorescence; stronger effect = lower value | activity change, % (values are at about 110 or 230 µM) | actives 0.15% (n = 480,000); in the data active means activity change below about -30%; inconclusive means mostly about -25% to -30%;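 further: plate controls were DMSO wells for no effect and wells without enzyme for full effect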
#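 Enzyme activity of human lactate dehydrogenase 5 (2 nM; 0.06 mM NADH, 0.2 mM pyruvate, 5 min, RT) is measured via a resazurin/diaphorase fluorescence readout of residual NADH.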
# D2 PAM: D2 dopamine receptor (human) potentiation; P14416; HEK293 T-REx D2, calcium flux, EC20 dopamine potentiation; potentiation, % at 10 µM; actives 0.34% (n = 340,000);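 active means potentiation over 3 SD above the plate norm, cut at about 30% in these data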; further: 0% is about no effect
#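 Calcium flux readout, no-wash dye, 1 read/s. Inducible HEK293 Trex D2 line, overnight 30 C. Compound alone 180 s (agonist flags), then EC20 dopamine, another 180 s to score potentiation.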
# * = called active by the depositor; u = inconclusive; x = not tested or not shown; & = joins results of further samples. Unless noted, the call rests on the fitted dose curve; in most records, active means well fitted curve in the direction sought with a large enough effect; inconclusive means small, poorly fitted or top-dose-only effect, or another doubt; inactive means no such curve, though single readings can be large; an effect the other way counts as inactive or inconclusive. Only part of the results is shown, so the mix of outcomes need not match the whole.
SMILES,Vif-APOBEC3G blk,Glioma ERSR ind,Vif-APOBEC3F blk,D1 antag,D1 agonist,D1 PAM,RXFP1 agonist,LDHA inh,D2 PAM
CC(=O)NC1CC2CCCC(C1)N2C(=O)Nc1ccc(Cl)c(C(F)(F)F)c1 (centres undefined),-10%,0%,-3%,7,0,-4,2.2%,-2,-5
COc1ccc(CCC(=O)N2CC(C)OC(C)C2)cc1 (centres undefined),-3%,-1%,-15%,6,1,5,0.0%,0,-3
Cc1nc2sc(C(=O)Nc3ccc(F)cc3)c(N)c2c(-c2ccc(Br)cc2)c1C(=O)Nc1ccc(Cl)cc1,-1%,-2%,-14%,-2,18,-1,26%,-1,11
COc1nc(N2CCOCC2)nc(-n2cccc2)n1,-12%,-3%,0%,-9,-4,1,-0.3%,-1,x
Fc1ccccc1-c1nc(N2CCCCC2)c2ccccc2n1,-5%,-6%,-3%,5,2,-7,-0.1%,5&11,-3
COc1ccc(CCNC(=O)CSCc2ccc(Cl)cc2)cc1OC,1%,-5%,-14%,8,0,-6,-0.1%,-7,16
COc1cc(NC(=O)COC(=O)c2cnc(C)cn2)c(C)cc1[N+](=O)[O-],-2%,-2%,-15%,-24,0,-6,2.7%,-2,-4
O=C(OCc1cn([C@@H]2C[C@H](c3ccccc3)N(C(=O)c3cccs3)C[C@H]2O)nn1)c1ccccc1,0%,-3%,0%,x,x,x,x,3,x
Cc1ccc([N+](=O)[O-])cc1S(=O)(=O)n1ccnc1C,1%,-3%,-7%,19,4,-3,-2.7%,-9,3
CCCCCCNC(=O)Nc1ccccc1,-2%,3%,-5%,0,-2,-4,1.6%,-2,2

# 7 compounds picked at random from the list so far, as already listed:
SMILES,Vif-APOBEC3G blk,Glioma ERSR ind,Vif-APOBEC3F blk,D1 antag,D1 agonist,D1 PAM,RXFP1 agonist,LDHA inh,D2 PAM
COc1ccc(CCNC(=O)CSCc2ccc(Cl)cc2)cc1OC,1%,-5%,-14%,8,0,-6,-0.1%,-7,16
Cc1ccc([N+](=O)[O-])cc1S(=O)(=O)n1ccnc1C,1%,-3%,-7%,19,4,-3,-2.7%,-9,3
COc1ccc(CCC(=O)N2CC(C)OC(C)C2)cc1 (centres undefined),-3%,-1%,-15%,6,1,5,0.0%,0,-3
COc1nc(N2CCOCC2)nc(-n2cccc2)n1,-12%,-3%,0%,-9,-4,1,-0.3%,-1,x
Fc1ccccc1-c1nc(N2CCCCC2)c2ccccc2n1,-5%,-6%,-3%,5,2,-7,-0.1%,5&11,-3
Cc1nc2sc(C(=O)Nc3ccc(F)cc3)c(N)c2c(-c2ccc(Br)cc2)c1C(=O)Nc1ccc(Cl)cc1,-1%,-2%,-14%,-2,18,-1,26%,-1,11
CCCCCCNC(=O)Nc1ccccc1,-2%,3%,-5%,0,-2,-4,1.6%,-2,2

# Continuation.
SMILES,Vif-APOBEC3G blk,Glioma ERSR ind,Vif-APOBEC3F blk,D1 antag,D1 agonist,D1 PAM,RXFP1 agonist,LDHA inh,D2 PAM
COc1ccc(OC)c(-c2cc(C(=O)NCCN3CCOCC3)no2)c1,1%,1%,-7%,-8,0,4,0.7%,-7,-20
NS(=O)(=O)c1ccc(NC(=O)CN2CCN(S(=O)(=O)/C=C/c3ccccc3)CC2)cc1,1%,-3%,6%,-20,2,-2,6.7%,-16,-6
COCCN(Cc1cc2cc(C)ccc2n2nnnc12)C(=S)Nc1ccccc1C,1%,-3%,-13%,-23,6,2,u,-4,3
COc1ccc(C)cc1NC(=O)CC1COc2ccccc2O1 (centres undefined),-2%,-2%,0%,4,0,2,1.2%,0,9
CCc1nnc(NC(=O)CSc2nnc(COc3ccccc3)n2-c2ccc(C)cc2)s1,2%,-4%,5%,-28,5,-7,2.4%,-15,-16
CC1CCCCC1NC(=S)Nc1cccc(S(=O)(=O)N(C)C)c1 (centres undefined),0%,-4%,6%,-30,27,-6,1.0%,-17,-16
CCCOc1ccccc1C1C(C(=O)OC)=CN(C(C)C)C=C1C(=O)OC,0%,-2%,-7%,-15,2,5,4.3%,-3,13
CCCn1c(SCC(=O)NC2CC2)nnc1-c1cccs1,-3%,-1%,2%,5,2,12,0.4%,-2,5
Cc1ccc(C(=O)Nc2cc3ccccc3oc2=O)cc1,u,-12%,-6%,-19,6,-7,-0.8%,-9,4
CC(/C=C/c1ccco1)=N\NC(=O)CNc1cccc(C)c1,1%,5%,0%,-3,0,-1,0.6%,-18,2
CCc1ccc(NS(=O)(=O)c2ccc3[nH]cc(C(=O)N4CCc5ccccc54)c(=O)c3c2)cc1,-10%,8%,-5%,37,1,9,-0.1%,-9,11
Nc1nnc(SCC(=O)Nc2cccc(S(=O)(=O)N3CCOCC3)c2)s1,3%,-6%,7%,-8,1,3,5.1%,-3,x
O=C(N/N=C(\c1ccccc1)c1cccnc1)c1cccc(F)c1,-17%,-9%,-1%,-41*,2,-3,3.9%,-3,4
COc1ccc(-c2noc(-c3ccc(Br)o3)n2)cc1OC,-1%,-1%,0%,13,3,-4,6.0%,4,8
Cc1nc2ccccn2c1C(=O)NCc1cccnc1,1%,-1%,7%,30,7,-2,7.3%,-6,-9
Cc1sc2nc(NCCO)[nH]c(=O)c2c1C,-1%,-2%,3%,-16,4,x,-0.3%,1,2
Cc1cc(C)c(O)c(N)c1,x,x,x,-4,2,-2,-2.9%,x,12
Cn1c(SCC(=O)Nc2cccc(S(=O)(=O)NC3=NCCCCC3)c2)nnc1-c1ccccc1,0%,-4%,-9%,7,1,12,-0.3%,-11,5
Cc1ccc2nc(N3CCC(C(=O)NCc4ccc(F)cc4)CC3)[nH]c2c1,-5%,-2%,4%,-10,1,3,2.5%,-4,-1
CC(C)C(NC(=O)COc1ccccc1)C(=O)O (centres undefined),0%,-5%,3%,3,2,14,1.3%,-7,1

# 3 entries out of the list above, arranged by the value under RXFP1 agonist, lowest first.
SMILES	RXFP1 agonist
Cc1sc2nc(NCCO)[nH]c(=O)c2c1C	-0.3%
Cc1ccc2nc(N3CCC(C(=O)NCc4ccc(F)cc4)CC3)[nH]c2c1	2.5%
COc1ccc(-c2noc(-c3ccc(Br)o3)n2)cc1OC	6.0%

# Carrying on.
SMILES,Vif-APOBEC3G blk,Glioma ERSR ind,Vif-APOBEC3F blk,D1 antag,D1 agonist,D1 PAM,RXFP1 agonist,LDHA inh,D2 PAM
COc1cc2c(cc1OC)CN(C(=O)C1CCCN1S(=O)(=O)c1ccc(F)cc1)CC2 (centres undefined),1%,-2%,-2%,3,4,-6,6.0%,4,2
CN1C(C(=O)NCC2CC2)CC2Cn3c(nc4cc(Cl)c(Cl)cc43)C21 (centres undefined),3%,1%,-7%,-25,13,4,-3.5%,3,8
Cc1ccc(N2CC(C(=O)NC3=NCCS3)CC2=O)cc1C (centres undefined),0%,-3%,-1%,15,-1,-4,1.6%,-8,2
CCOC(=O)c1c(C)c(-c2ccccc2)n(CC(=O)NCCc2ccc(C)cc2)c1C,-1%,0%,0%,-3,0,-4,5.1%,-2,14
COc1ccc2[nH]cc(CCNC(=O)Cc3ccc(Br)cc3)c2c1,-1%,-2%,5%,7,6,3,0.3%,-7,-9
CCOC(=O)[C@@H]1[C@H]2COc3cc(OC)ccc3[C@H]2N2C(=O)N(c3ccc(Cl)cc3)C(=O)[C@]12C,-4%,-5%,-6%,x,x,x,x,-2,x
COc1ccc(Cc2nc3ccc(C(=O)NCc4ccccc4Cl)cc3o2)cc1,-4%,-3%,4%,-19,14,-2,2.1%,-7,10
C/C(=N\OCC(=O)Nc1ccccc1Br)c1cccs1,-1%,9%,-7%,3,5,-5,0.4%,1,15
O=C(NNS(=O)(=O)c1ccc([N+](=O)[O-])cc1)c1ccccc1,0%,-3%,2%,x,x,x,x,9,x
O=C(CCCOc1ccccc1)NC1CCCc2ccccc21 (centres undefined),0%,0%,1%,-1,5,2,-1.2%,-4,3
COC(=O)c1cccc(NC(=O)Nc2cc(C(=O)NCc3cccc(F)c3)ccc2N2CCCC2)c1,-2%,-3%,0%,0,0,-1,-1.8%,-10,-13
Cc1c(NC(=O)C2CCN(S(=O)(=O)c3cccs3)CC2)c(=O)n(-c2ccccc2)n1C,0%,0%,-4%,11,1,4,-0.6%,-3,8
Cc1ccc(/C=C2/NC(=O)N(Cc3ccccc3)C2=O)o1,-23%,6%,u,1,8,-6,-0.8%,12,-5
C/C(=N\N1CCN(C2c3ccccc3-c3ccccc32)CC1)c1cccnc1,0%,-2%,-5%,-4,4,4,1.8%,-6,-4
C=CCNC(=O)c1cn(CC)c2cc(N3CCN(C(=O)c4ccco4)CC3)c(F)cc2c1=O,-8%,-6%,8%,8,0,-3,4.7%,3,-6
CCOc1ccc(CCN2C(=S)N([C@@H](CC(C)C)CN3CCCC3CN3C(=S)NC[C@@H]3CC(C)C)C[C@@H]2Cc2ccc(O)cc2)cc1 (some centres undefined),2%,5%,1%,x,x,x,x,-2,x
CCc1ccc(NC(=O)C2CCN(S(=O)(=O)c3ccc4c(c3)NC(=O)C(C)S4)CC2)cc1 (centres undefined),1%,-6%,-3%,-2,6,-3,-0.7%,-4,8
COc1ccc(CN2C(=O)C(CC(=O)NC3CCCC3)CC(C(=O)N(C(C)C)C(C)C)=C2C)cc1 (centres undefined),-6%,1%,4%,x,x,x,x,1,x
O=c1c2cc(Cl)ccc2[nH]c(=S)n1Cc1ccccn1,-5%,-1%,u,11,2,1,1.9%,-1,-13
CCOc1ccccc1N(CC(=O)N1CCCC1)S(C)(=O)=O,-3%,-4%,-2%,-8,2,6,-4.1%,-4,9
CCc1ccc(NC(=O)COC(=O)/C(=C/c2ccccc2OC)c2ccccc2)cc1,1%,-4%,-16%,-3,4,-6,-2.4%,-10,-1
CCn1c(SCC(=O)Nc2ccccc2OC)nnc1-c1cnccn1,-12%,0%,-8%,16,0,1,2.0%,-5,2
